H37Rv inhibition: M. tuberculosis growth inhibition, HTS (AID 449762); M. tuberculosis H37Rv growth inhibition, 7H9 media; higher % means a stronger effect; inhibition, % at 25 µM, or IC50 in µM where a hit was titrated; 0.59% of 330,000 active; in the data active = a potency from the dose series; inconclusive = inhibition above about 70% without an active follow-up result;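 also: bacterial growth assessed after seven days of incubation; strong numbers were not always called active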
influenza NS1A: H1N1 influenza NS1A inhibitors, functional cell based assay (AID 504329); 0.3% of 340,000 active; inhibition, % at 12.5 µM; hits with a dose series show IC50 in µM; NS1A functional cell-based assay, percent inhibition; higher % means a stronger effect; in the data active = a potency from the dose series; inconclusive = inhibition above about 27% without an active follow-up result; also: strong numbers were not always called active
VEEV TC-83 Vero: inhibitors of VEEV TC-83 cytopathic effect, confirmation, Vero cells (AID 588727); inhibition, % at 20 µM, or IC50 in µM where a hit was titrated; Vero cells, VEEV TC-83 cytopathic effect inhibition; higher % means a stronger effect; 0.13% of 350,000 active; in the data active = a potency from the dose series; inconclusive = inhibition mostly from about 14% at the one dose, without a potency; inactive = the rest, 99 in 100 with inhibition below about 12%; also: strong numbers were not always called active
M. tuberculosis: growth inhibition of non-replicating M. tuberculosis (AID 488890); Mycobacterium tuberculosis non-replicating, growth inhibition; higher % means a stronger effect; inhibition, % at 25 µM, or IC50 in µM where a hit was titrated; 0.39% of 320,000 active; in the data active = a potency from the dose series; inconclusive = inhibition mostly from about 82% at the one dose, without a potency; inactive = the rest, 99 in 100 with inhibition below about 76%;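 also: plate controls were DMSO cells for no effect and high antibiotic wells for full effect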
PhoP GFP inhibition: PhoP regulon inhibitors, Salmonella typhi PhoP promoter GFP reporter, confirmatory (AID 1850). Salmonella Typhi PhoP-promoter GFP reporter, fluorescence, 4 h; higher % means a stronger effect. inhibition, % at 50 µM, or IC50 in µM where a hit was titrated. 0.33% of 310,000 active; in the data active = a potency from the dose series; inconclusive = inhibition mostly from about 25% at the one dose, without a potency; inactive = the rest, 99 in 100 with inhibition below about 19%;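 also: 0% = induced wells with vehicle and 100% = uninduced wells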
VEEV TC-83 Vero 10K pilot screen: recorded beside VEEV TC-83 Vero, whose call it bears; inhibition, %; measured here: 10K pilot screen inhibition
Numbers without * were called inactive.

ClC1=C(Cl)C(Cl)=C(Cl)C1=C/C=C/c1ccccc1 was read as H37Rv inhibition 99%, influenza NS1A 34µM*, VEEV TC-83 Vero 4.6%, M. tuberculosis inconclusive and PhoP GFP inhibition -4%.
For O=C(c1ccccc1)c1nn(-c2cccc(Cl)c2)ccc1=O the results were H37Rv inhibition -5%, VEEV TC-83 Vero 0.5%, M. tuberculosis 4% and PhoP GFP inhibition 6%.
CCN(CC)Cc1c(C(=O)N/N=C/c2cccnc2)nnn1-c1nonc1N was read as H37Rv inhibition 6%, influenza NS1A 10%, VEEV TC-83 Vero 1.2%, M. tuberculosis -5% and PhoP GFP inhibition 0%.
`CC(OC(=O)Cn1cnc2c1c(=O)n(C)c(=O)n2C)C(=O)Nc1ccc(Cl)cc1` (configuration not stated) gave H37Rv inhibition 1%, influenza NS1A 7%, VEEV TC-83 Vero inactive, M. tuberculosis -8% and PhoP GFP inhibition 5%.
COc1ccc(-c2nnn(CC(=O)N(CC(=O)NC3CCCC3)c3cccc(C)c3)n2)cc1OC was read as H37Rv inhibition -6%, influenza NS1A -4%, VEEV TC-83 Vero 1.9%, M. tuberculosis 6% and PhoP GFP inhibition -2%.
For Nc1c(C(=O)NCCc2ccccc2)nnn1Cc1ccc(Cl)cc1 the results were H37Rv inhibition 4%, influenza NS1A 0%, VEEV TC-83 Vero 1.6%, M. tuberculosis -10%, PhoP GFP inhibition -4% and VEEV TC-83 Vero 10K pilot screen 0.4.
Cc1ccccc1NC(=O)/C(C#N)=C/c1ccsc1 was read as H37Rv inhibition 0%, influenza NS1A 2%, VEEV TC-83 Vero 0.4%, M. tuberculosis 12% and PhoP GFP inhibition -4%.
For COc1ccc(C)cc1NC(=O)Nc1ccccc1SC the results were H37Rv inhibition 0%, influenza NS1A -10%, VEEV TC-83 Vero 0.3%, M. tuberculosis 4% and PhoP GFP inhibition 2%.
`O=c1[nH]c(=O)n(C2CCCCCC2)c(O)c1C=NCC1CCCO1` (configuration not stated) gave H37Rv inhibition 5%, influenza NS1A 1%, VEEV TC-83 Vero 0.1%, M. tuberculosis 23% and PhoP GFP inhibition -2%.
`Cc1ccc(SCC(=O)OCC(=O)NC(C)c2ccc(Br)cc2)cc1` (configuration not stated) gave H37Rv inhibition -14%, influenza NS1A -10%, VEEV TC-83 Vero inactive, M. tuberculosis 39% and PhoP GFP inhibition -7%.
Screening COC(C(=O)NNC(=O)CCc1ccccc1)c1ccccc1 (configuration not stated) returned H37Rv inhibition 2%, influenza NS1A -9%, VEEV TC-83 Vero inactive, M. tuberculosis 11% and PhoP GFP inhibition -3%.
Screening Cc1ccc(N(C)C(=O)c2cc(S(=O)(=O)N3CCc4ccccc43)cn2C)cc1 returned H37Rv inhibition 2%, influenza NS1A 1%, VEEV TC-83 Vero 0.2%, M. tuberculosis 12%, PhoP GFP inhibition -3% and VEEV TC-83 Vero 10K pilot screen 0.3.
Screening Cc1nc(SCC(=O)NC2CCCC2)c2c(C)c(C)sc2n1 returned H37Rv inhibition -6%, influenza NS1A 1%, VEEV TC-83 Vero 4.0%, M. tuberculosis 8% and PhoP GFP inhibition 0%.
Screening O=C(Nc1nccs1)c1cccc(S(=O)(=O)N2CCOCC2)c1 returned H37Rv inhibition 2%, influenza NS1A -4%, VEEV TC-83 Vero 1.6%, M. tuberculosis 5% and PhoP GFP inhibition 5%.
For COc1cc(OC)c(C=O)c(OC(=O)N2CCOCC2)c1 the results were H37Rv inhibition 0%, influenza NS1A -3%, VEEV TC-83 Vero 1.9%, M. tuberculosis -14% and PhoP GFP inhibition 2%.
For COc1ccc(NC(=O)N2c3ccc(OC)cc3C(C)=CC2(C)C)cc1 the results were H37Rv inhibition -1%, influenza NS1A 10%, VEEV TC-83 Vero 0.8%, M. tuberculosis inconclusive and PhoP GFP inhibition -5%.
`CC(NC(=O)c1ccc(C(=O)c2ccccc2)cc1)c1ccc(S(N)(=O)=O)cc1` (configuration not stated) gave influenza NS1A 1% and VEEV TC-83 Vero 11%.
`O=C(C=C(O)c1ccc(Cl)cc1)C(=O)NNC(=O)C(O)(c1ccccc1)c1ccccc1` gave influenza NS1A 4% and VEEV TC-83 Vero 2.1%.
For Cc1nc(N2CCC(C)CC2)c2c(C)c(C(=O)Nc3ccccc3C(F)(F)F)sc2n1 the results were H37Rv inhibition 21%, influenza NS1A 3%, VEEV TC-83 Vero 0.2%, M. tuberculosis 45% and PhoP GFP inhibition 4%.
`COc1ccc(C(=O)/C=C2\C(=O)Nc3ccc(Br)cc32)cc1` gave influenza NS1A -7% and VEEV TC-83 Vero 24%.
For COc1ccc(CCNC(=O)c2ccccc2N(C)S(=O)(=O)c2ccccc2)cc1 the results were H37Rv inhibition -1%, influenza NS1A 1%, VEEV TC-83 Vero 0.1%, M. tuberculosis -1% and PhoP GFP inhibition -2%.
For Nc1nc(COC(=O)CCC(=O)c2ccc(Cl)cc2)nc(Nc2ccccc2)n1 the results were H37Rv inhibition -5%, influenza NS1A -3%, VEEV TC-83 Vero 8.0% and M. tuberculosis 13%.
Cc1cc(Br)c(OCC(=O)NN)c2c1CCC2 was read as H37Rv inhibition -1%, influenza NS1A -6%, VEEV TC-83 Vero 0.6%, M. tuberculosis 7% and PhoP GFP inhibition 3%.
Screening COc1ccc(CN2CCCC(CO)(Cc3cccc(Cl)c3)C2)cc1OC (configuration not stated) returned H37Rv inhibition 5%, influenza NS1A -5%, VEEV TC-83 Vero inactive, M. tuberculosis -5% and PhoP GFP inhibition -3%.
`COC(=O)c1ccc(C2OCC(C)(C)CO2)cc1` gave H37Rv inhibition 6%, influenza NS1A -3%, VEEV TC-83 Vero 0.9%, M. tuberculosis 10% and PhoP GFP inhibition -14%.
Cc1ccc2c(c1)COc1c3ccc(C(=O)NCC4CC4)cc3nn1-2 was read as H37Rv inhibition 45%, influenza NS1A -8%, VEEV TC-83 Vero 1.5%, M. tuberculosis 35% and PhoP GFP inhibition 4%.
Screening Cc1ccc(C)c(NC(=O)CSc2nc3c(c(=O)n2C)SC(C)C3)c1 (configuration not stated) returned H37Rv inhibition -3%, influenza NS1A 25%, VEEV TC-83 Vero 1.6% and PhoP GFP inhibition 5%.
O=C(Nc1nnc(C2CC2)s1)C1COc2ccccc2O1 (configuration not stated) was read as H37Rv inhibition 3%, influenza NS1A 2%, VEEV TC-83 Vero 0.9%, M. tuberculosis 29% and PhoP GFP inhibition 11%.
`Nc1c(C(=O)CSc2n[nH]c(-c3ccccc3)n2)c(=O)[nH]c(=O)n1C1CC1` gave influenza NS1A 13% and VEEV TC-83 Vero inconclusive.
Screening CCn1ncc(S(=O)(=O)Nc2cccnc2)c1C returned H37Rv inhibition -21%, influenza NS1A -8%, VEEV TC-83 Vero inactive, M. tuberculosis -5% and PhoP GFP inhibition -6%.
For CCCCc1c(O)nc(SCC(=O)N2CCCCC2)n(-c2ccccc2C)c1=O the results were H37Rv inhibition 0%, influenza NS1A -7%, VEEV TC-83 Vero 4.1%, M. tuberculosis 16% and PhoP GFP inhibition -3%.
Screening COC(=O)c1cccc(NC(=O)Cc2ccc(OC)cc2)c1C returned H37Rv inhibition -11%, influenza NS1A 6%, VEEV TC-83 Vero 3.6%, M. tuberculosis 37% and PhoP GFP inhibition -4%.
Screening Cn1cc([N+](=O)[O-])c(C(=O)NC2CCCCCCC2)n1 returned H37Rv inhibition 9%, influenza NS1A 5%, VEEV TC-83 Vero 2.4%, M. tuberculosis -1% and PhoP GFP inhibition 4%.
For Cc1nc2nc(SCC(=O)NCCCN3CCCCC3)nn2c(C)c1Cc1ccccc1 the results were H37Rv inhibition -3%, influenza NS1A 12%, VEEV TC-83 Vero 1.6%, M. tuberculosis 13% and PhoP GFP inhibition -11%.
COc1cc(C(O)c2nc3ccccc3n2C(C)C)cc(OC)c1OC (configuration not stated) was read as H37Rv inhibition -2%, influenza NS1A -19%, VEEV TC-83 Vero inactive, M. tuberculosis 8% and PhoP GFP inhibition 0%.
For COc1ccc(S(=O)(=O)N2CCC(C(=O)N3CCC(C(N)=O)CC3)CC2)cc1Cl the results were H37Rv inhibition 2%, influenza NS1A 0%, VEEV TC-83 Vero 0.3%, M. tuberculosis 0% and PhoP GFP inhibition 3%.
O=C(CCNC(=O)c1ccco1)Nc1ccccc1N1CCOCC1 was read as H37Rv inhibition -5%, influenza NS1A -3%, VEEV TC-83 Vero 1.0%, M. tuberculosis -1% and PhoP GFP inhibition -1%.
For CCC(=O)Nc1ccc(C(=O)Nc2c[nH]c(=O)[nH]c2=O)cc1 the results were H37Rv inhibition 2%, influenza NS1A -8%, VEEV TC-83 Vero 1.5%, M. tuberculosis -2% and PhoP GFP inhibition -7%.
CCCc1nnc(NC(=O)CCC(=O)NCc2ccc(Cl)cc2Cl)s1 was read as H37Rv inhibition 5%, influenza NS1A 0%, VEEV TC-83 Vero 0.5%, M. tuberculosis -3% and PhoP GFP inhibition 7%.
CCCCNC(=O)CCCCCNS(=O)(=O)c1ccc(OC)cc1 was read as H37Rv inhibition 3%, influenza NS1A 19%, VEEV TC-83 Vero 1.7%, M. tuberculosis -3% and PhoP GFP inhibition -2%.
For COc1ccc(C(c2c(C)n(C)n(-c3ccccc3)c2=O)c2c(C)n(C)n(-c3ccccc3)c2=O)c(OC)c1OC the results were H37Rv inhibition 2%, influenza NS1A -1%, VEEV TC-83 Vero inactive, M. tuberculosis 10% and PhoP GFP inhibition -8%.
For COc1cccc(CNc2nn[nH]n2)c1OC the results were H37Rv inhibition 2%, influenza NS1A 6%, VEEV TC-83 Vero 0.2%, M. tuberculosis 9% and PhoP GFP inhibition 26%.
For CNc1cc([N+](=O)[O-])ccc1N/C=C/C(=O)c1cccs1 the results were H37Rv inhibition 5%, influenza NS1A 6%, VEEV TC-83 Vero 3.8%, M. tuberculosis -4% and PhoP GFP inhibition 6%.
Screening CCOC(=O)C(C)Sc1cnccn1 (configuration not stated) returned H37Rv inhibition 1%, influenza NS1A 2%, VEEV TC-83 Vero inactive, M. tuberculosis 44% and PhoP GFP inhibition 3%.
`CC(C)c1ccc(NC(=S)NNC(=O)c2cccnc2)cc1` gave H37Rv inhibition -5%, influenza NS1A -5%, VEEV TC-83 Vero 0.8%, M. tuberculosis 5% and PhoP GFP inhibition 5%.
For COc1ccc(N2CC(C(=O)NC3CCCCC3)CC2=O)cc1 (configuration not stated) the results were H37Rv inhibition -3%, influenza NS1A 8%, VEEV TC-83 Vero 1.2%, M. tuberculosis 2% and PhoP GFP inhibition 9%.
O=S(=O)(Cc1ccc(Cl)cc1)NCc1ccc2c(c1)OCO2 was read as H37Rv inhibition 3%, influenza NS1A -3%, VEEV TC-83 Vero 3.0%, M. tuberculosis 38% and PhoP GFP inhibition -1%.
`CCOC(=S)SCc1cn2ccccc2n1` gave H37Rv inhibition -3%, influenza NS1A -11%, VEEV TC-83 Vero 0.5%, M. tuberculosis 6% and PhoP GFP inhibition 0%.

Grouped by structure, the entries above containing bromine (3)
`Cc1ccc(SCC(=O)OCC(=O)NC(C)c2ccc(Br)cc2)cc1` (configuration not stated) gave H37Rv inhibition -14%, influenza NS1A -10%, VEEV TC-83 Vero inactive, M. tuberculosis 39% and PhoP GFP inhibition -7%.
`COc1ccc(C(=O)/C=C2\C(=O)Nc3ccc(Br)cc32)cc1` gave influenza NS1A -7% and VEEV TC-83 Vero 24%.
Cc1cc(Br)c(OCC(=O)NN)c2c1CCC2 was read as H37Rv inhibition -1%, influenza NS1A -6%, VEEV TC-83 Vero 0.6%, M. tuberculosis 7% and PhoP GFP inhibition 3%.

(more compounds)
`O=C(COC(=O)CNC(=O)C1CCCCC1)Nc1ccccc1` gave H37Rv inhibition 2% and M. tuberculosis 6%.
Screening O=C(NC(=O)c1ccccc1)Nc1ccccc1 returned H37Rv inhibition 2%, influenza NS1A 0%, VEEV TC-83 Vero 0.7%, M. tuberculosis -11% and PhoP GFP inhibition -11%.
CCN(CC(=O)Nc1ccc(NC(C)=O)cc1)C(=O)CSCC(=O)Nc1ccc(C)cc1 was read as H37Rv inhibition -1%, influenza NS1A 0%, VEEV TC-83 Vero inactive, M. tuberculosis 6% and PhoP GFP inhibition -4%.
`COc1cc(OC)c(N(C)S(=O)(=O)c2cccc(C(=O)NC(C)C3CC4CCC3C4)c2)cc1Cl` (configuration not stated) gave H37Rv inhibition -4%, influenza NS1A 8%, VEEV TC-83 Vero 1.6%, M. tuberculosis -2% and PhoP GFP inhibition -1%.
`COc1cc(Cl)ccc1OCc1cc(C(=O)NCC(C)(C)N2CCOCC2)no1` gave influenza NS1A -13% and VEEV TC-83 Vero inactive.

Rows were taken by chance, and some 1.4% of all compounds hit somewhere here.
